# Source: PubChem
# TLR9-MyD88 block = blocks human TLR9 binding to MyD88. Q9NR96+Q99836. CHO BLA complementation TLR9-MyD88, CCF4 FRET ratio. inhibition, % at 4.98 µM. 340,000 compounds, 0.21% hits;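 active means inhibition above the mean over all tested compounds plus 3 SD, cut at about 21% in these data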;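 further: 0% = DMSO only wells and 100% = clavulanate BLA inhibitor control wells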
# Target sequence (Q99836 whole entry, looked up): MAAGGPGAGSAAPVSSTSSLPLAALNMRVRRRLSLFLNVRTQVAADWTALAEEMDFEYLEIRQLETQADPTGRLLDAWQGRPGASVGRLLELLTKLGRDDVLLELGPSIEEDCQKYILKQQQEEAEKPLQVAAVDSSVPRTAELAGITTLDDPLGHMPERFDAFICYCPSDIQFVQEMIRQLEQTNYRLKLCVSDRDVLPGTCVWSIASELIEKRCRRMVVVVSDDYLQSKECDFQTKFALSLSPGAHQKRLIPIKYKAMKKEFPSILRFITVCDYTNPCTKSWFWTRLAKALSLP
# Target sequence (Q9NR96 whole entry, looked up): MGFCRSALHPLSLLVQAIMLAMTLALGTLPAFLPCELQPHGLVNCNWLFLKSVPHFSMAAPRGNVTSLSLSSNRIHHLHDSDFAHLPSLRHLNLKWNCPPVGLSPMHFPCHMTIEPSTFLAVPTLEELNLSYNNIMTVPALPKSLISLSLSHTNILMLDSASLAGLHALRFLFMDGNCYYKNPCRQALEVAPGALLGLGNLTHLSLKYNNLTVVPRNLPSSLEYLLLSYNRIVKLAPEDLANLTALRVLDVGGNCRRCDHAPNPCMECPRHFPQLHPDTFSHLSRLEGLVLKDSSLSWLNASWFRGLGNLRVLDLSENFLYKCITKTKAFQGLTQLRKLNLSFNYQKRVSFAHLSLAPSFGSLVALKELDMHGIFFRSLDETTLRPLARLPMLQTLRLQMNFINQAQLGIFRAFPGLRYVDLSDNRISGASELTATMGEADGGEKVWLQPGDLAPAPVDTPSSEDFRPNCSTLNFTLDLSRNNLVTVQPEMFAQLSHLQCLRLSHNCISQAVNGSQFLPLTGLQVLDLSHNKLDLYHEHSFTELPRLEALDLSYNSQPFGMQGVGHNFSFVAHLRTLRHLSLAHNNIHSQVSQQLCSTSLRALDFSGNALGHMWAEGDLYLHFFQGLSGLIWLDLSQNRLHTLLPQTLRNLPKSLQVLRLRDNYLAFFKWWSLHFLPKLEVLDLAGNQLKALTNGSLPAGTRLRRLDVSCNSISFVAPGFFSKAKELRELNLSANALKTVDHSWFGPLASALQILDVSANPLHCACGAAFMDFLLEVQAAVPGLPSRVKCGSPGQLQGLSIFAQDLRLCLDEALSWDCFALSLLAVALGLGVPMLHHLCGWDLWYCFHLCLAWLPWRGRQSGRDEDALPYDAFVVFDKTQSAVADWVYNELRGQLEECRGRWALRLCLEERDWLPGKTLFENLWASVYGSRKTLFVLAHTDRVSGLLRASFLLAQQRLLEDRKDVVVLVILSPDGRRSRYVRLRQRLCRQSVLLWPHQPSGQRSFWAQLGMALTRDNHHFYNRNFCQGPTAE
# MC4R ag barr = agonists of human melanocortin 4 receptor (MC4R) beta-arrestin; P32245; U2OS MC4R beta-arrestin complementation, luminescence; percent of melanotan II response, DMSO zero; activation, % at 8.9 µM; 360,000 compounds, 0.98% hits; AID 540308;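 active means activation above a per-plate cutoff, the mean activation of sample wells on that plate plus 3 SD, cut at about 8% in these data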
# ABCB6 inh 2 = blocks the human ABCB6 transporter | Q9NP58 | 360,000 compounds, 0.19% hits | K562-ABCB6 porphyrin accumulation, flow cytometry, 1 h; stronger effect = lower value | fluorescence ratio to DMSO, % at 10 µM;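 active means fluorescence ratio to DMSO below 75%, the collection mean minus 3 SD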;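 further: signal is porphyrin accumulated inside mitochondria; 100% equals median channel fluorescence of DMSO control wells; lower ratio means ABCB6 inhibition with less porphyrin fluorescence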
# NOD2-RIPK2 inh = inhibitors of human NOD2-RIPK2 interaction; O43353; CHO BLA complementation NOD2-RIPK2, CCF4 ratio; inhibition, % at 4.98 µM; 360,000 compounds, 0.38% hits; in the data active means inhibition above about 21%;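 further: 0% = vehicle only and 100% = reference blocker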
# Vif imaging = blocks HIV Vif function; HEK293T cells, Vif self-association by quenched fluorescence, imaging, 24 h; inhibition, % at 7.49 µM; 340,000 compounds, 0.35% hits; AID 602346; in the data active means inhibition above about 50%, passing the limit was not always enough; further: some results filed as inactive read as strong as hits
# aDG glyco act = alpha-DG glycosylation activation | Pro5-aDG cells, alpha-DG glycosylation AlphaScreen (IIH6); 0% Pro5, 100% B10-LARGE cell signal | activation, % at 10 µM | 360,000 compounds, 0.22% hits | AID 624168;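 active means activation of at least 8% versus controls, or a plate z-score of at least 8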;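 further: Pro5 are CHO cells carrying HIG-tagged alpha-DG that lacks glycosylation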
# Granule exo inh = blocks lytic granule exocytosis; TALL-104 LAMP-1 surface exposure, flow cytometry; cells stimulated with thapsigargin and PMA; 360,000 compounds, 0.66% hits; inhibition, % at 10 µM;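 active means inhibition above about 55%, limit read from the data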
# MC4R antagonist = human MC4R antagonism in cAMP assay | P32245 | inhibition, % at 6.5 µM | 360,000 compounds, 0.48% hits | MC4R-expressing cells, MTII-stimulated cAMP, LANCE TR-FRET | AID 540295;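 active means inhibition above its plate's cutoff, the mean of tested wells on that plate plus 3 SD, cut at about 29% in these data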;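 further: 0% = Melanotan II alone and 100% = Melanotan II plus saturating MCL0020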
#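 System – human MC4R-expressing U2OS cells · Also added – Melanotan II · Dosing – one concentration, 6.5 µM nominal · Timing – 30-min compound, 1-h challenge, 1-h detection, room temperature · Measured by – Eu-cAMP/anti-cAMP TR-FRET, emission 671 nm · Replicates – singlicate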
# ABHD5 PLIN5 PPI = inhibitors of human ABHD5-perilipin-5 interaction | Q00G26+Q8WTS1 | Split G. princeps luciferase complementation, luminescence, 4 h | AID 602281 | 360,000 compounds, 0.78% hits | inhibition, % at 4 µM;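 active means inhibition above the mean inhibition across every tested compound plus 3 SD, cut at about 22% in these data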;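 further: 0% = DMSO only wells and the 100% control is not disclosed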
# Glyco luc inh = blocks N-linked glycosylation in D54 reporter cells. D54 ERlucT glycosylation luciferase reporter, 24 h; percent of 100 nM tunicamycin response. reporter increase, % at 12.5 µM. 360,000 compounds, 0.23% hits. AID 588692;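 active means mean luciferase reporter signal, scaled so untreated is 0 and the glycosylation-blocking control 100, at or above a set limit in every replicate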;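 further: luciferase carries N-glycosylation sites so blocking glycosylation raises the light; 0% = median of neutral control wells and 100% = median of 100 nM tunicamycin wells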
# An asterisk follows results filed as active; . = not tested or not shown. Some of the compounds tested; count on the stated rates, not on these rows.
TLR9-MyD88 block	MC4R ag barr	ABCB6 inh 2	NOD2-RIPK2 inh	Vif imaging	aDG glyco act	Granule exo inh	MC4R antagonist	ABHD5 PLIN5 PPI	Glyco luc inh	SMILES
0	-0.5	96	-7	-16	-0.1	2	5	3	0	CCCCNC(=O)CSc1nc2c(sc(=S)n2-c2cc(Cl)ccc2OC)c(=O)[nH]1
.	.	99	2	.	-0.3	16	.	5	.	CCOC(=O)[C@]12CCCC=C1N(Cc1ccc(Cl)cc1Cl)C(=O)[C@H](CC(=O)NCc1cccs1)C2
.	-0.1	99	3	3	0.0	5	9	5	2	CC1(C(=O)NS(=O)(=O)c2ccccc2)CCN1C(=O)Cc1cccc2ccccc12 (configuration not stated)
-8	1.8	103	-13	8	0.1	2	-7	-8	-1	O=C(COC(=O)C1(c2ccc(F)cc2)CCCC1)N1CCN(C(=O)c2ccco2)CC1
5	-2.1	95	-18	6	0.0	1	22	1	0	O=C(c1cc([N+](=O)[O-])ccc1N1CCCC1)N1CCCCC1
5	1.8	100	2	11	0.0	1	5	9	0	C/C(=N\NC(=O)CNC(=O)c1ccc2c(c1)OCCO2)c1ccco1
2	0.7	99	-6	9	-0.3	-3	-2	4	0	Cc1cccc(N2CN(Cc3cccnc3)CNC2=S)c1C
0	0.4	97	3	0	0.0	3	5	4	2	Cn1cc(Cl)c(/C=C(\C#N)S(=O)(=O)c2ccccc2)n1
-3	0.9	85	6	-8	-0.3	0	11	5	1	CCOC(=O)c1ccc(NS(=O)(=O)c2cnc[nH]2)cc1
-1	4.8	103	-5	-5	-0.1	-1	-5	15	1	O=C(O)/C(=C\c1ccc(-c2ccc(F)cc2)o1)c1ccccc1
-5	0.2	98	-8	29	-0.1	-1	-2	3	-1	Cc1cccc(NC(=O)CNC(=O)CSc2ncccn2)c1C
15	3.3	96	-7	2	-0.2	-2	1	1	-3	CNc1nc(C)c(C(=O)c2ccc(Cl)cc2)s1
-4	-0.9	141	16	.	0.0	-3	-3	-6	0	Cc1cccc(C=Nc2ccc3c4c(cccc24)CC3)c1O
2	-1.3	102	6	11	0.0	-16	15	-4	3	COC(=O)c1ccccc1NCC(=O)c1ccc(OC)cc1
6	-2.0	97	-13	-2	0.1	-1	7	-7	3	CS(=O)(=O)c1ccc(C(=O)NC2CCCc3ccccc32)cc1 (configuration not stated)
-5	-0.9	92	10	3	0.2	-3	17	0	-12	CCOC(=O)C1CCCN(C(=O)CN2C(=O)/C(=C/c3ccc(OC)cc3)Oc3ccccc32)C1 (configuration not stated)
-3	1.2	100	-12	9	0.0	-2	0	-4	-1	CCOCCCn1cnc2c3cc(F)ccc3n(C)c2c1=O
-6	2.3	96	-9	3	0.2	2	10	-7	1	Cc1ccc(CCNC(=O)CCS(=O)(=O)Cc2ccc(C)cc2)cc1
-2	-0.9	93	0	-18	-0.2	0	4	1	0	COC(=O)c1c(Oc2nc(OC)cc(OC)n2)cccc1Oc1nc(OC)cc(OC)n1
-1	-0.2	92	-13	4	-0.1	18	3	5	-3	COc1ccc(C2Nc3ccccc3C(=O)N2Cc2ccccc2)cc1CN1CCOCC1 (configuration not stated)
-4	-2.2	89	-15	0	0.0	-7	13	-4	0	COc1cc(OC)cc(C(=O)OCC(=O)Nc2cccc(S(=O)(=O)NC3=NCCCCC3)c2)c1
-3	4.2	96	8	-9	0.3	-4	6	-3	0	CCn1nc(C)c(CN2CCCC(CNS(=O)(=O)c3ccc(OC)cc3)C2)c1C (configuration not stated)
-2	-1.4	101	-14	1	0.1	-4	12	7	-1	CN(CC(=O)Nc1ccccc1Cl)C1CCS(=O)(=O)C1 (configuration not stated)
-3	-2.2	99	-5	9	0.0	-1	0	1	1	O=C(Nc1cc(S(=O)(=O)N2CCOCC2)ccc1N1CCCC1)c1cccnc1Cl
-6	2.1	93	10	-7	-0.3	39	12	20	-17	COc1cc2ccccc2cc1C(=O)Nc1sc2c(c1C(N)=O)CCN(C(C)C)C2
7	0.3	99	-1	5	0.3	-7	-3	8	1	O=C(NC(=S)NNC(=O)[C@H]1C[C@@H]1c1ccccc1)c1ccc(F)cc1
17	-0.5	94	-14	6	0.1	-4	4	7	-6	N=c1ccn2c(n1)O[C@H]1[C@@H](CO)[C@H](O)O[C@H]12
0	0.4	106	1	-3	0.1	0	4	-6	-1	C=CCOc1ccc(Br)cc1/C=C1\NC(=S)N(C(C)=O)C1=O
-3	1.6	98	-6	-4	0.0	-4	15	-2	-8	Fc1ccc(CSc2ncnc3ccccc23)cc1
-10	-0.2	102	-6	-8	0.0	-3	20	-5	1	CC(C)[C@H](NC(=O)c1ccccc1)C(=O)N1CCc2ccccc21

# Compound profiles, as listed above. Order of values: TLR9-MyD88 block, MC4R ag barr, ABCB6 inh 2, NOD2-RIPK2 inh, Vif imaging, aDG glyco act, Granule exo inh, MC4R antagonist, ABHD5 PLIN5 PPI, Glyco luc inh
# `Cc1cccc(C=Nc2ccc3c4c(cccc24)CC3)c1O` is entered as -4, -0.9, 141, 16, ., 0.0, -3, -3, -6, 0
# `COC(=O)c1c(Oc2nc(OC)cc(OC)n2)cccc1Oc1nc(OC)cc(OC)n1` is entered as -2, -0.9, 93, 0, -18, -0.2, 0, 4, 1, 0

# Some of the entries so far, tab-delimited:
structure	TLR9-MyD88 block	MC4R ag barr	ABCB6 inh 2	NOD2-RIPK2 inh	Vif imaging	aDG glyco act	Granule exo inh	MC4R antagonist	ABHD5 PLIN5 PPI	Glyco luc inh
CCn1nc(C)c(CN2CCCC(CNS(=O)(=O)c3ccc(OC)cc3)C2)c1C (configuration not stated)	-3	4.2	96	8	-9	0.3	-4	6	-3	0
CN(CC(=O)Nc1ccccc1Cl)C1CCS(=O)(=O)C1 (configuration not stated)	-2	-1.4	101	-14	1	0.1	-4	12	7	-1

# Back to the main list, starting 4 compounds before the break.
TLR9-MyD88 block	MC4R ag barr	ABCB6 inh 2	NOD2-RIPK2 inh	Vif imaging	aDG glyco act	Granule exo inh	MC4R antagonist	ABHD5 PLIN5 PPI	Glyco luc inh	SMILES
17	-0.5	94	-14	6	0.1	-4	4	7	-6	N=c1ccn2c(n1)O[C@H]1[C@@H](CO)[C@H](O)O[C@H]12
0	0.4	106	1	-3	0.1	0	4	-6	-1	C=CCOc1ccc(Br)cc1/C=C1\NC(=S)N(C(C)=O)C1=O
-3	1.6	98	-6	-4	0.0	-4	15	-2	-8	Fc1ccc(CSc2ncnc3ccccc23)cc1
-10	-0.2	102	-6	-8	0.0	-3	20	-5	1	CC(C)[C@H](NC(=O)c1ccccc1)C(=O)N1CCc2ccccc21
-2	-4.6	104	2	-2	10*	6	-2	-1	11	O=C(Cc1ccc([N+](=O)[O-])cc1)N/N=C/c1ccc([N+](=O)[O-])o1
7	-0.1	99	-8	13	0.4	-6	7	3	2	CC(=O)Nc1ccc(S(=O)(=O)Nc2nc3ccccc3nc2-n2ccc(=NC(=O)c3ccc(F)cc3)cc2)cc1
.	.	122	-4	.	0.4	-1	.	-4	.	COc1ccc(-c2nc3cc(C)c(Br)c(C)n3c2Cc2ccsc2)cc1OC
-1	-1.3	99	1	-5	0.2	1	3	1	0	COc1ccc(NC(=O)COC(=O)c2ccc(OC)c(S(=O)(=O)N3CCCC3)c2)cc1OC
-6	-1.8	91	2	-9	0.4	1	-1	-2	1	Cc1cc2nc(C3CCN(C(=S)NCCCOC(C)C)CC3)[nH]c2cc1C
-3	-2.2	92	4	-3	-0.1	-1	0	-5	0	CCN(CC)S(=O)(=O)c1cc(F)ccc1OC
-55	1.5	97	-15	3	0.5	-6	11	0	0	COc1ccc(C2CC(c3ccccc3)=NN2c2ccc(C(N)=O)cc2)cc1 (configuration not stated)
12	-1.3	99	-1	1	0.2	2	9	1	0	COc1ccc(CCN(C)C(=O)C2CCN(Cc3cccc(OC)c3OC)CC2)cc1OC
0	-1.5	95	3	-15	0.0	0	2	-9	-1	O=C(Cc1n[nH]c(=O)c2ccccc12)Nc1cc(Cl)ccc1-n1cncn1
2	0.0	99	0	.	0.7	4	0	-9	1	COc1ccc(CNC(=O)CCSc2nc(-c3ccc4c(c3)OCO4)cc(C(F)(F)F)n2)cc1
.	0.4	87	-10	-7	0.5	12	12	9	-4	CC1(C(=O)NCc2cccc3ccccc23)CCN1C(=O)Cc1ccc(-c2ccccc2)cc1 (configuration not stated)
8	-0.4	93	9	-10	-0.2	18	-2	-4	-1	Cc1ccccc1NCCC(=O)Nc1ccc(Cl)cc1
3	1.2	96	-17	.	-0.1	-3	3	0	1	CCN(CC)c1nc(C#N)nc(N(CC)CC)n1
-2	-2.2	98	5	-2	1.2	-1	17	7	12	COc1ccc(NC(=O)CSc2c3c(nc4cc(Cl)ccc24)CCCC3)cc1OC
-1	-1.6	95	1	7	-0.2	5	1	-5	1	COc1ccc(NC(=O)CSc2nncc(=O)n2N)cc1OC
-4	-0.5	108	-3	-2	-0.3	2	3	6	3	Nc1c(-c2ccc(F)cc2)cnn1C1CCS(=O)(=O)C1 (configuration not stated)
-7	-1.0	97	-23	-1	-0.2	4	-6	9	20	COc1ccccc1-n1cnc2cc(NC(=O)c3ccco3)ccc21
6	1.2	101	6	10	-0.2	-5	17	0	1	Cn1c(=O)c2c(-c3ccc(C(C)(C)C)cc3)n(CC3CCCO3)cc2n(C)c1=O (configuration not stated)
.	0.3	92	1	-14	0.0	27	-4	12	1	Cc1ccc(F)c(S(=O)(=O)NC(=O)C2(C)CCN2C(=O)C/C=C/c2ccccc2)c1 (configuration not stated)
-4	-1.4	95	-7	1	0.1	1	2	4	0	COC(=O)c1sccc1NC(=O)CC1C(=O)NCCN1C(=O)Nc1ccc(OCc2ccccc2)cc1 (configuration not stated)
1	-1.8	92	5	3	0.3	3	-2	-10	1	Cc1n[nH]c(=O)nc1N1CCc2ccccc2C1
-17	-0.8	97	0	-3	0.0	1	3	-12	-5	Cc1ccc(S(=O)(=O)N2CCN(C(=O)c3ccc(N4CCC(C)CC4)c([N+](=O)[O-])c3)CC2)cc1
.	3.8	98	-4	-21	-0.2	2	-1	-4	-5	COc1cccc(CNc2nc3cc(-c4ccc(OC)c(OC)c4)sc3c(=O)n2C)c1
0	-0.1	105	-5	-1	-0.3	-13	-5	3	1	CC12CCC(=O)N1C(C(=O)OCC(=O)Nc1cccc(Br)c1)CS2 (configuration not stated)
-3	1.8	96	-4	-6	-0.1	-15	8	-12	-1	Nc1nc(-c2cccs2)c(-c2cccs2)s1
3	-2.4	110	5	-4	0.1	2	0	-2	1	COc1cc(SC)ccc1C(=O)Nc1c(Cl)cncc1Cl

# Quoted from the listing.
# aDG glyco act with COc1ccc(NC(=O)CSc2nncc(=O)n2N)cc1OC reads -0.2
# NOD2-RIPK2 inh with Cc1cc2nc(C3CCN(C(=S)NCCCOC(C)C)CC3)[nH]c2cc1C reads 2
